Compound activity (PubChem BioAssay)
ELG1 repair inh: ELG1-dependent DNA repair inhibition | 2.3% of 330,000 active | HEK293T ELG1-luciferase reporter, luminescence, 16 h; DNA damage induced by 5-fluorouridine | Potency, µM (highest dose often 46.1 µM), without a hit: at the highest dose activity change, negative = inhibition, hits mostly inhibitors; active = well fitted inhibition curve with a large enough effect; inconclusive = small, poorly fitted or top-dose-only effect, or effect the other way; also: potency is read from the fitted curve at half-maximal effect; nearly all actives have a fitted effect of over 55% in size
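Step one: seed 2,000 cells per well. Step two: pin-transfer compound or DMSO alongside 5-fluorouridine. Step three: incubate 16 hr, 37 °C, 5% CO2. Step four: add ONE-Glo, wait 30 min, read luminescence.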
KCNH2 3.1 block: inhibitors of human KCNH2 3.1 potassium channel isoform | U2OS KCNH2 3.1, thallium flux FluxOr; stronger effect = lower value | activity change, % (tested at about 1.8 µM) | 0.95% of 340,000 active | AID 720553;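 active = maximum activity change below -70%; inconclusive = maximum activity change from -70% to -50%; inactive = maximum activity change above -50%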;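 also: thallium influx rate constant from kinetic fluorescence after stimulation buffer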
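Virally transduced U2OS (3.1 isoform, 4 h infection in dark at RT) → overnight 37 C → FluxOr + Red40 in HBSS/HEPES, 45 min → stimulation buffer, 2 min kinetic read → rate constant vs DMSO controls.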
The depositor's hits bear a star; ? = inconclusive. % is scaled to controls: 0 for no effect and ±100 for the full control effect. Only part of the results is shown; count on the stated rates, not on these rows.

Under each structure: ELG1 repair inh, KCNH2 3.1 block
Cn1c(CCC(=O)O)nc2cc(S(=O)(=O)N3CCCC3)ccc21
 : 6%, -25
O=C(NCC(=O)N1CCOCC1)c1ccc(Cl)c(Cl)c1
 : ?, -13
CCC1CCCCN1C(=S)NC(=O)c1ccco1 (configuration not stated)
 : ?, 3
CCN(C[C@H]1N[C@@](C)(C(=O)OC)[C@H]2C(=O)N(Cc3ccccc3)C(=O)[C@@H]12)S(=O)(=O)c1ccc(F)cc1
 : 4%, 11
COc1ccccc1NC(=O)CN(Cc1ccco1)C(=O)c1ccc(N2CCCC2=O)cc1
 : ?, -2
O=C(COC(=O)c1cccnc1Cl)NCCc1ccc(F)cc1
 : -4%, -2
N#C/C(=C\c1ccccc1)C(=O)NNS(=O)(=O)c1ccc(Br)cc1
 : 14%, 10
Cc1ccsc1C(=O)OCC(=O)NC1CCCC(C)C1C (configuration not stated)
 : 12%, -15
Cc1ccc(NC(=O)CN2CCCC2c2cccn2C)c(Br)c1 (configuration not stated)
 : ?, 6
COc1ccc(S(=O)(=O)N2CCc3ccccc32)cc1C(=O)NCCc1ccc(S(N)(=O)=O)cc1
 : -1%, 2
Cc1cccc(C)c1OCC(=O)NNC(=O)CCCn1c(=O)oc2ccccc21
 : -1%, 31
CCOC(=O)C1CCN(C(=O)COC(=O)C23CC4CC(CC(C4)C2)C3)CC1
 : -3%, 7
COc1ccc(CNC(=O)COC(=O)c2ccc(S(=O)(=O)N3CCOCC3)cc2)cc1
 : 22%, 19
O=S(=O)(c1ccc(=S)[nH]c1)N1CCCC1
 : ?, 6
CCOC(=O)[C@@H]1[C@H]2COc3cc(OC)ccc3[C@H]2N2C(=O)N(c3ccc(OC)cc3)C(=O)[C@]12C
 : ?, 33
O=C(/C=C/c1ccco1)N1CCN(S(=O)(=O)c2cccc([N+](=O)[O-])c2)CC1
 : -13%, -6
COc1ccc(C(=O)O)cc1S(=O)(=O)NCc1ccncc1
 : 8%, 6
COc1ccccc1NS(=O)(=O)c1cc(NC(=O)Cc2n[nH]c(=O)c3ccccc23)ccc1Cl
 : 23µM*, -1
Cc1ccc(CNC(=O)COC(=O)CN2C(=O)C3CC=CCC3C2=O)cc1 (configuration not stated)
 : 13%, 8
CC(C)C(NC(=O)c1ccc(Cl)c([N+](=O)[O-])c1)C(=O)NCc1ccccn1 (configuration not stated)
 : 0%, -20

A different layout for part of the listing above:
> Cn1c(CCC(=O)O)nc2cc(S(=O)(=O)N3CCCC3)ccc21
  ELG1 repair inh: 6%	KCNH2 3.1 block: -25
> Cc1ccc(NC(=O)CN2CCCC2c2cccn2C)c(Br)c1 (configuration not stated)
  ELG1 repair inh: ?	KCNH2 3.1 block: 6
> CCC1CCCCN1C(=S)NC(=O)c1ccco1 (configuration not stated)
  ELG1 repair inh: ?	KCNH2 3.1 block: 3
> COc1ccc(CNC(=O)COC(=O)c2ccc(S(=O)(=O)N3CCOCC3)cc2)cc1
  ELG1 repair inh: 22%	KCNH2 3.1 block: 19

Remaining list, next part
Under each structure: ELG1 repair inh, KCNH2 3.1 block
C=CCC[C@@H](Cc1ccc(F)cc1)C(=O)OC[C@@H]1CCCN1C(=O)[C@@H](CC=C)CC(=O)N(CCO)Cc1ccccc1
 : ?, 7
Cc1cccc(NC(=O)c2ccc(S(=O)(=O)N(C)c3ccccc3)cc2)n1
 : 23µM*, -20
Cc1cc(C(=O)NN=Cc2ccc(-c3ccc(F)cc3)o2)c(C)o1
 : 0%, -5
O=C(CN1C(=O)NC2(CCCC2)C1=O)NCCc1ccc(F)cc1
 : 9%, 0
CC(C)n1nc(C(=O)Nc2ccc(-n3cnnn3)cc2)c2ccccc2c1=O
 : ?, -5
CC1CCCC(C)N1C(=O)COC(=O)c1ccc(S(=O)(=O)N(C)c2ccccc2)cc1 (configuration not stated)
 : -9%, 16
Cc1ccc(N(C)S(=O)(=O)c2cccc(C(=O)N3CCN(Cc4ccccc4)CC3)c2)cc1
 : ?, -8
C[C@@H](C(=O)Nc1nccs1)N1C(=O)C2CC=CCC2C1=O (some centres not stated)
 : 5%, 12
O=C(c1ncn(Cc2ccccc2)c1C(=O)N1CCN(c2ccccc2)CC1)N1CCN(c2ccccc2)CC1
 : -3%, -7
COC(=O)Nc1ccc(S(=O)(=O)N2CCCC(C(=O)NCC3CCCO3)C2)cc1 (configuration not stated)
 : 0%, -20
COc1ccc(CCNC(=O)CN2C(=O)NC3(CCCCC3)C2=O)cc1
 : 1%, -2
CSc1ncccc1C(=O)Nc1cccc(S(=O)(=O)N2CCOCC2)c1
 : 13%, 5
O=C(c1ccncc1)N1CCN(S(=O)(=O)c2ccc(OC(F)(F)F)cc2)CC1
 : ?, 2
C=CCC[C@@H](Cc1ccc(F)cc1)C(=O)OCCNC(=O)[C@@H](CC=C)CC(=O)N[C@@H](CO)Cc1ccccc1
 : -5%, -4
COc1ccc([C@H]2CC(=O)C=C(c3cccc(Br)c3)C2)cc1OC
 : 18µM*, ?
COc1ccc(C(=O)NNC(=O)CSc2nnc3ccccn23)cc1OC
 : 10%, -18
CSCCC(NC(=O)c1ccccc1)C(=O)NNC(=O)c1ccccc1 (configuration not stated)
 : 18%, -4
C#CCNCCS(=O)(=O)N(Cc1ccc(Br)cc1)[C@@H](CC(C)C)C(=O)O
 : 12%, 10
O=C(CSc1nnc(C2CC2)n1C1CC1)c1ccc(Br)s1
 : 28%, 2
CC(C)[C@H](NC(=O)c1ccccc1F)C(=O)OCC(=O)NC1CC1
 : 19%, 10
C=CCn1c(SC(C)C(=O)NCC2CCCO2)nnc1-c1ccc(OC)cc1 (configuration not stated)
 : -11%, 2
C#CCOCCOCCOCCNc1nc(N2CCN(C(=O)[C@H](CCCN=C(N)N)n3cc(C(N)[C@@H](C)CC)nn3)CC2)nc(N2CCN(C(=O)[C@H](CC(N)=O)n3cc([C@@H](N)C(C)C)nn3)CC2)n1 (some centres not stated)
 : ?, 14
Cc1ccc(NC(=O)CN(C)C(=O)COc2ccccc2-c2ccccc2)cc1
 : ?, 11
O=C1CCCC/C=C\C[C@H](CC(=O)N(CCO)Cc2ccccc2)C(=O)NCCO1
 : 9%, -10
O=C(CCNC(=O)c1ccccc1)NN=Cc1ccc(Br)o1
 : -12%, 3
COc1ccc(CCC(=O)OCC(=O)c2ccc[nH]2)cc1OC
 : 14%, -9
Cc1cc(C(=O)Nc2sccc2C(N)=O)c(C)o1
 : ?, 11
Cc1ccc(S(=O)(=O)N2CCN(S(=O)(=O)c3ccccc3Br)C2=O)cc1
 : -5%, 1
COc1ccc(C2CC(c3ccccc3C(F)(F)F)=NN2c2ccc(S(N)(=O)=O)cc2)cc1 (configuration not stated)
 : ?, -12
CC(C)NC(=O)Nc1cccc2c1O[C@@H](CN(C)S(=O)(=O)c1ccc(F)cc1)[C@@H](C)CN([C@H](C)CO)C2=O
 : 5%, -13
CN(C)c1ccc(-c2ccc3oc(-c4ccsc4)cc(=O)c3c2)cn1
 : ?, -13
CC(C)C[C@H]1CN=C(N(C)C)N1CCc1cccc(F)c1
 : 3%, -107*
O=S(=O)(NC1=NCCCCC1)c1cc(F)ccc1F
 : ?, 12
C[C@H]1COC(=O)CCCC/C=C\C[C@H](CC(=O)N(CCO)Cc2ccccc2)C(=O)N1
 : 2%, -25
C#CCOCCOCCOCCNc1nc(N2CCN(C(=O)[C@H](CCCCN)n3cc(CN)nn3)CC2)nc(N2CCN(C(=O)[C@H](CCCCN)n3cc([C@@H](N)[C@H](C)CC)nn3)CC2)n1
 : ?, 24
NC(=O)Nc1ccc(C(=O)OCC(=O)NC2CCCc3ccccc32)cc1 (configuration not stated)
 : 3%, -8
O=C(COC(=O)c1ccc(F)c(S(=O)(=O)N2CCOCC2)c1)NCc1ccccc1
 : -6%, 7
O=C(CCNC(=O)c1ccco1)NCc1ccc(F)cc1
 : ?, 15
CC(NC(=O)COC(=O)Cn1cc(C(F)(F)F)ccc1=O)c1ccccc1 (configuration not stated)
 : ?, -11
O=C(NNc1c(F)c(F)cc(F)c1F)c1ccco1
 : 9%, 7

Exported comma-delimited: part of the list above
SMILES,ELG1 repair inh,KCNH2 3.1 block
CN(C)c1ccc(-c2ccc3oc(-c4ccsc4)cc(=O)c3c2)cn1,?,-13
CC(C)C[C@H]1CN=C(N(C)C)N1CCc1cccc(F)c1,3%,-107*
O=S(=O)(NC1=NCCCCC1)c1cc(F)ccc1F,?,12

Further results
Under each structure: ELG1 repair inh, KCNH2 3.1 block
Cc1ccc(S(=O)(=O)N2CCOCC2)cc1NC(=O)c1cc2ccccc2oc1=O
 : 6%, 22
COc1ccccc1NC(=O)COC(=O)C1CC(=O)N(c2ccc3c(c2)OCCO3)C1 (configuration not stated)
 : ?, -17
CCOc1ccccc1C(=O)N[C@H](C(=O)OCc1csc(CC(=O)Nc2ccc(C)cc2)n1)C(C)C
 : 23µM*, 3
CC[C@H](C)[C@H](NC(=O)c1ccc(Cl)cc1)C(=O)OCC(=O)c1c(N)n(C)c(=O)n(C)c1=O
 : ?, -13
CC(=O)Nc1ccc(S(=O)(=O)N(C)CC(=O)OCC(=O)c2ccc[nH]2)cc1
 : 7%, 14
C=CCn1c(C)cc(C(=O)COc2ccc(N(C)S(=O)(=O)c3ccc(NC(C)=O)cc3)cc2)c1C
 : ?, 0
C[C@]12c3[nH]c4ccccc4c3CCN1C(=O)C(CC(=O)NCCc1ccccn1)C[C@@H]2C(=O)N1CCCCC1 (some centres not stated)
 : -1%, 1
C=CC[C@H](CC(=O)NCCO)C(=O)N[C@H](C)COC(=O)[C@@H](CC=C)Cc1ccc(F)cc1
 : ?, 18
Fc1ccc2cc(-c3ccccc3)ncc2c1
 : ?, 0
CCCCCCn1nc(C(=O)N(CCCC)c2c(N)n(CCC)c(=O)[nH]c2=O)c2ccccc2c1=O
 : -5%, 16
C=CC[C@@H](CC(=O)N[C@@H](CO)Cc1ccccc1)C(=O)NC[C@H](OC(=O)[C@@H](CC=C)Cc1ccc(F)cc1)c1ccccc1
 : ?, 8
Cc1cc(C)n(CCCNC(=O)COc2ccc([N+](=O)[O-])cc2)n1
 : 0%, -2
Cc1noc(C)c1NC(=O)Nc1ccc2c(c1)C(=O)N([C@H](C)CO)C[C@H](C)[C@@H](CN(C)C(=O)Nc1c(C)noc1C)O2
 : ?, 8
C[C@H](CO)N1C[C@H](C)[C@@H](CN(C)C(=O)Nc2ccc3c(c2)OCO3)Oc2c(NC(=O)C3CCCCC3)cccc2C1=O
 : 3%, -16
Cc1cccc(C(=O)OCC(=O)c2ccc3c(c2)OCCO3)c1O
 : ?, -6
COc1ccc(CNC(=O)C[C@H]2C[C@H](C(=O)N3CCCCC3)[C@@]3(CCc4ccccc4)c4[nH]c5ccc(Cl)cc5c4CCN3C2=O)cc1OC
 : -29%, -16
O=C(COC(=O)/C=C/c1ccc(F)cc1)NCC1CCCO1 (configuration not stated)
 : 0%, -4
CCOC(=O)C1=CN(Cc2cccc(F)c2)S(=O)(=O)N(C)C1c1cccc(OC)c1 (configuration not stated)
 : -3%, 5
CCC(CO)Oc1cc(NC(=O)c2ccc(OC)cc2)c2ncn(C(C)C)c2c1 (configuration not stated)
 : -30%, -9
CCCCCCC(NC(=O)c1ccc(C)cc1)C(=O)O (configuration not stated)
 : ?, -4
O=C(Nc1ccccc1)c1nc[nH]c1C(=O)NCCN(CCNC(=O)c1[nH]cnc1C(=O)Nc1ccccc1)CCNC(=O)c1[nH]cnc1C(=O)Nc1ccccc1
 : ?, -1
CCOC(=O)C1=C(C)N(C[C@@H]2CC[C@@H](Cc3ccc(-c4ccccc4)cc3)O2)C(=O)NC1c1ccc(C(F)(F)F)cc1 (some centres not stated)
 : 9%, -4
CCOC(=O)C1CCCN(C(=O)COc2ccc(C(=O)c3ccc(F)cc3)cc2)C1 (configuration not stated)
 : ?, 1
C=CCC[C@@H](Cc1ccc(F)cc1)C(=O)OC[C@H](C)NC(=O)[C@H](CC=C)CC(=O)N(CCO)Cc1ccccc1
 : 26µM*, 4
Cc1ccc(S(=O)(=O)N2CCCCC2)cc1NC(=O)CSc1nnc(C2CC2)n1C
 : 12%, -18
O=C(N[C@H]1CCC(=O)N([C@H](CSc2ccc(Br)cc2)Cc2ccccc2)CC1)OCc1ccccc1
 : 0%, -41
Cc1noc(C)c1NC(=O)N(C)C[C@H]1Oc2c(NC(=O)NC(C)C)cccc2C(=O)N([C@H](C)CO)C[C@@H]1C
 : ?, -15
O=C(COC(=O)CC1CC2CCC1C2)Nc1ccccc1[N+](=O)[O-] (configuration not stated)
 : 20%, -6
COc1ccc(NC(=O)Nc2ccc3c(c2)C(=O)N([C@H](C)CO)C[C@H](C)[C@@H](CN(C)C(=O)Nc2ccc(C(F)(F)F)cc2)O3)cc1
 : 11%, 49
